Screening data from PubChem.
HttQ103 aggreg: reduces HttQ103-GFP aggregates in PC12 cells; Potency, µM (doses to about 46.1 µM), for the others: top-dose activity change, negative = inhibition, usual class: inhibitors; actives 1.1% (n = 220,000); PC12 HttQ103-GFP aggregates, Acumen cytometry, 40 h; also: % is scaled to controls: 0 for no effect and ±100 for the full control effect; nearly all actives have a fitted effect of over 60% in size
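Huntingtin Q103 exon 1–GFP aggregates in induced PC12 cells (100 nM tebufenozide) were quantified by cytometry from lysates, with compounds dosed in titration.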
Tau fluor cs: counter-screen for tau fibril formation inhibitors; tau K18 P301L Alexa594 fluorescence, heparin fibrillization; actives 0.93% (n = 280,000); Potency, µM (series often up to 57.7 µM), for the others: at the highest dose activity change, negative = decrease; also: % is scaled to controls: 0 for no effect and ±100 for the full control effect; nearly all actives have a fitted effect of over 55% in size
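Human tau K18 P301L (15 uM unlabeled, 0.24 uM Alexa 594-labeled) in 100 mM sodium acetate pH 7 with 20 uM heparin, 6 hr at 37 C. ThT 30 uM added, 1 hr ambient; Alexa 594 FP and total fluorescence read at 555/632 nm.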
HTT cytoprotect: cytoprotection in Huntington HTT-Q103 PC12 cell model; actives 0.14% (n = 230,000); Potency, µM (titrated, usually from 56.4 µM), without a hit: cytoprotection (ATP increase), most hits filed as activators; AID 1471; PC12 HTT-Q103 induced, cytoprotection, ATP luminescence, 40 h;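 also: % of control where 0% means no effect; nearly all actives have a fitted effect of over 45% in size; toxic huntingtin expression switched on by the ecdysone agonist tebufenozide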
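Stable PC12 Q103-GFP cells in serum-supplemented, phenol red-free DMEM; induction by tebufenozide at 100 nM final; compound dose series; cell viability quantified luminescently from ATP.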
SMN2 splice enh: enhancers of SMN2 splice variant expression | AID 1458 | actives 2.8% (n = 210,000) | HEK293 SMN2-luciferase splicing reporter, luminescence, 30-36 h | Potency, µM (titrated, usually from 46.1 µM), without a hit: top-dose activity change, positive = activation, usual class: activators; also: % of control where 0% means no effect; nearly all actives have a fitted effect of over 55% in size
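HEK293 cells carry an SMN2 […]–luciferase reporter in which exon 7 inclusion puts luciferase in frame. Cells were plated 10-12 h before compound addition, then incubated 30-36 h at 37C. ONE-Glo luminescence was read; sodium butyrate at 4.5 mM final served as control.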
JMJD2E inh: inhibitors of human JMJD2E histone demethylase. B2RXH2. JMJD2E catalytic domain, FDH-coupled NADH fluorescence (FDH is formaldehyde dehydrogenase). Potency, µM (doses to about 57.1 µM), for the others: at the highest dose activity change, negative = inhibition, actives largely listed as inhibitors. actives 1.6% (n = 230,000); active = well fitted inhibition curve with a large enough effect, not every such curve was filed as active; inconclusive = small, poorly fitted or top-dose-only effect, or another doubt; inactive = no such curve, though single readings can be large or run the other way;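 also: 0% = wells with enzyme and -100% = buffer wells without enzyme; nearly all actives have a fitted effect of over 50% in size; many of its hits are not listed in these tables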
Target sequence (B2RXH2 1-337 limits assumed): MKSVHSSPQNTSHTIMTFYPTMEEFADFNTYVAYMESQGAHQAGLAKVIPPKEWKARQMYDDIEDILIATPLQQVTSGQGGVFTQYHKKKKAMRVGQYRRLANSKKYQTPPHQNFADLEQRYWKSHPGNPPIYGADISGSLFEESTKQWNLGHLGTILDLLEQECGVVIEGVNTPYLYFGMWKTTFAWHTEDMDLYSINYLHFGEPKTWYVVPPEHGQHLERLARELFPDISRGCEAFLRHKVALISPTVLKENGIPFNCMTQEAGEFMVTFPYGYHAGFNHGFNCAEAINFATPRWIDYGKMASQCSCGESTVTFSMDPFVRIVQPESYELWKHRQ
Tau FP inhib: blocks human tau fibril formation measured by polarization. P10636. actives 0.39% (n = 280,000). AID 1468. Potency, µM (top dose mostly 57.7 µM), without a hit: top-dose activity, negative = inhibition, most hits filed as inhibitors. K18 P301L tau heparin fibrillization, Alexa594 FP, 6 h; also: % is scaled to controls: 0 for no effect and ±100 for the full control effect; nearly all actives have a fitted effect of over 55% in size
Target sequence (P10636 561-689 P618L limits assumed): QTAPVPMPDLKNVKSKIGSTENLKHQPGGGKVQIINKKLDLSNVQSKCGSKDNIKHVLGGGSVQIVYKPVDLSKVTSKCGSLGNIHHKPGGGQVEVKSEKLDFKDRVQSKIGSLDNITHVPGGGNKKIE
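Steps: dispense K18 P301L tau (15 uM plus 0.24 uM Alexa 594 tracer, final) in pH 7 sodium acetate; add compound; add heparin (20 uM final); incubate 6 hr, 37 C; add ThT (30 uM final); after 1 hr ambient, read FP.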
Tau ThT inhib: blocks human tau fibril formation measured by thioflavin T; P10636; actives 2.1% (n = 270,000); AID 1460; recombinant tau K18 P301L (four-repeat tau fragment), heparin-induced fibrillization, ThT fluorescence; Potency, µM (highest dose often 57.4 µM), without a hit: top-dose activity, negative = inhibition, actives largely listed as inhibitors; also: % is scaled to controls: 0 for no effect and ±100 for the full control effect; nearly all actives have a fitted effect of over 55% in size
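K18 P301L tau (15 uM + 0.24 uM Alexa 594-tagged), heparin 20 uM, NaOAc pH 7, 6 h 37 C; ThT 30 uM, 1 h RT, ex 450/em 510 nm.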
ALDH1A1 block: blocks purified human ALDH1A1 activity; P00352; Potency, µM (highest dose often 75.3 µM), without a hit: top-dose activity, negative = inhibition, usual class: inhibitors; actives 7.3% (n = 220,000); Purified ALDH1A1, NADH fluorescence, propionaldehyde substrate; active = well fitted inhibition curve with a large enough effect, not every such curve was filed as active; inconclusive = small, poorly fitted or top-dose-only effect, or another doubt; inactive = no such curve, though single readings can be large or run the other way;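 also: plate controls were no enzyme wells and a reference inhibitor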
Target sequence (P00352 whole entry, looked up): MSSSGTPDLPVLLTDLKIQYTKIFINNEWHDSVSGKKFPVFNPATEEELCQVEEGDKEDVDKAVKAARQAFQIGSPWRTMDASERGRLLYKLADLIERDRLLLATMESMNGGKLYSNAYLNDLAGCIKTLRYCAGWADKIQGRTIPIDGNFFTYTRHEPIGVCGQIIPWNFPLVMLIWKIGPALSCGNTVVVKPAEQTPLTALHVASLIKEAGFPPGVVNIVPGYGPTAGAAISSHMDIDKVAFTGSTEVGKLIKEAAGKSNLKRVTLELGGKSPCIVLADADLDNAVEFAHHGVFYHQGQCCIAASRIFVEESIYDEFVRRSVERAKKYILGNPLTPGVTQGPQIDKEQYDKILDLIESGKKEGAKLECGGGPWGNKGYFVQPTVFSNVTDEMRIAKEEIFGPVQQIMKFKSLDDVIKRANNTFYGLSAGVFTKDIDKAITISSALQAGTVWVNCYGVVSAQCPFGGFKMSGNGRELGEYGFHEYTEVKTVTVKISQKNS
An asterisk follows results filed as active; ? = inconclusive; / = not tested or not shown; & = joins results of further samples; [ ] = dose if it differs, or a comment. Unless noted, calls follow the shape of the dose curve; as a rule, active = well fitted curve in the direction sought with a large enough effect; inconclusive = small, poorly fitted or top-dose-only effect, or another doubt; inactive = no such curve, though single readings can be large; an effect the other way counts as inactive or inconclusive. Potency is read from the fitted curve at half-maximal effect. Some of the compounds tested; rates above refer to the full screens.

SMILES | HttQ103 aggreg | Tau fluor cs | HTT cytoprotect | SMN2 splice enh | JMJD2E inh | Tau FP inhib | Tau ThT inhib | ALDH1A1 block
CC1(C)CC(C(CC(=O)N2CCCC2)Cc2ccccc2)CCO1 (stereo unspecified) | 12.1%[9.22 µM] | -7.5% | 11.8%[10 µM] | / | -5.2% | -5.9% | -9.8% | /
CCOc1ccc(NC(=S)NC2CC3CCC(C2)N3Cc2ccco2)cc1 (stereo unspecified) | 1.5%[9.22 µM] | 7.6% | 1.3%[10 µM] | -3.6% | -2.6% | -9.5% | 11.2% | -4.9%
O=C(O)c1ccc(S(=O)(=O)c2ccc3c(c2)C(=O)N(c2ccc(O)cc2)C3=O)cc1 | 0.4%[9.22 µM] | -1.2% | -1.4%[10 µM] | / | 2.5% | 2.8% | -5.1% | /
Cc1nnc2ccc(-c3ccc(NC(=O)c4cccnc4Cl)cc3)nn12 | 10.4% | -11.9% | -32.1%[inhibitor] | ? | ? | 3.0% | -20.4% | -2.6%
COc1cccc(-c2nn(-c3ccccc3)cc2/C=C(\C#N)C(=O)NCCCn2ccnc2)c1 | ? | -14.5% | / | 8.4% | -10.9% | -1.3% | ? | -3.1%
Cc1cccc(-n2ncc3c(N(CCO)CCO)ncnc32)c1 | -7.5% | 5.9% | 14.3%[10 µM] | 14.1µM* | -4.9% | 5.2% | 1.9% | -8.6%
Cc1ccc(-c2nc(CS(=O)CC(=O)NCCN(CC(C)C)CC(C)C)c(C)o2)cc1 (stereo unspecified) | ? | 1.3% | -68.1%[inhibitor][10 µM] | -12.7% | -4.8% | -4.9% | 3.6% | ?
COc1ccc(-c2ccc3c(N)c(C(=O)Nc4cccc(C)c4)sc3n2)cc1 | / | ? | / | 1.78µM* | / | 1.5% | -22.0% | /
CCN(c1ccccc1)S(=O)(=O)c1ccc(NC(=O)c2cc(=O)c3ccc(C)c(C)c3o2)cc1 | / | ? | / | -2.8% | / | -14.8% | -10.7% | /
Cc1nc(-c2cccs2)ccc1C(=O)O | 17.2% | 3.4% | / | 7.5% | ? | -9.7% | -4.7% | -1.2%
CC1(C(=O)NC2CCCCCCC2)CCC(=O)N1CCN1CCOCC1 (stereo unspecified) | 3.2% | -1.8% | -18.6%[0.074 µM] | 12.4% | 5.9% | 0.1% | -2.2% | -2.4%
COC(=O)C(CN)c1c[nH]c2ccc(OC)cc12 (stereo unspecified) | 6.7% | -2.1% | -28.7% | / | / | 5.1% | 3.1% | 3.2%
COc1cc(C(C)=O)ccc1COc1ccc(C(=O)OC(C)C(=O)NC(N)=O)cc1OC (stereo unspecified) | 6.4% | -8.9% | -6.7%[10 µM] | 2.9% | 0.3% | -14.7% | -7.1% | 3.6%
CCOC(=O)N/N=C1/C[C@@H](O)[C@@H](O)[C@@H]2[C@@H]3C(=O)N(C(C)(C)C)C(=O)[C@H]3CC[C@H]12 | / | -4.2%[11.6 µM] | ? | / | / | -4.4%[11.6 µM] | -2.3%[11.5 µM] | -2.8%[13.5 µM]
COc1cccc2sc(Nc3nc(-c4ccccn4)cs3)nc12 | 10.0% | -16.2% | 5.8% | / | 1.5% | -6.9% | -14.2% | -6.0%
CCC1CCCCN1Cc1ccc(OC)c(C)c1 (stereo unspecified) | 26.9%[9.22 µM] | -11.7% | -0.7% | -56.5%[inhibitor] | -16.1% | 1.7% | -8.7% | ?
CCC(C)C(Nc1ccc(C(=O)OC)cc1[N+](=O)[O-])C(=O)OC (stereo unspecified) | 12.9% | -9.6% | ? | -6.9% | 22.4% | -1.0% | -3.9% | 1.2%
CC(C)CNC(=O)c1cccc(NC(=O)COc2ccc([N+](=O)[O-])cc2)c1 | 7.2%[9.22 µM] | -7.2% | 10.4%[10 µM] | / | 8.5% | 1.6% | -8.1% | -10.1%
O=C(c1cccs1)N1CCC(c2ccccc2)C1 (stereo unspecified) | -16.1% | -14.4% | -19.3% | 15.8µM* | -5.9% | -4.6% | ? | -15.3%
COc1ccc(C(=O)N2CCOC2CNC(=O)C(=O)NCc2ccc3c(c2)OCO3)cc1 (stereo unspecified) | 3.3% | 1.1% | -35.8%[inhibitor] | 3.2% | 0.1% | 3.3% | -4.9% | 5.7%
O=C(Nc1cccc([N+](=O)[O-])c1)Nc1cccs1 | ? | 20µM*[quencher] | -42.1%[inhibitor] | -18.9% | -10.3% | 10.0% | ? | -8.6%
COc1ccc(-c2nnn(CC(=O)N(CC3CCCO3)C(C(=O)NC(C)(C)C)c3ccco3)n2)cc1OC (stereo unspecified) | -2.6% | -11.5% | 12.6%[10 µM] | 18.0% | 0.7% | 8.1% | -12.5% | -3.4%
CC1(C)Cc2c(sc(NC(=O)COc3cccc4ccccc34)c2C#N)C(C)(C)N1 | -12.9%[9.22 µM] | -17.2% | -19.0%[10 µM] | / | ? | -2.1% | -14.5% | -0.9%
Cc1cccnc1NC(=O)CSc1nnc(Cc2ccccc2)o1 | -10.7% | -0.1% | 5.4%[10 µM] | -7.4% | 1.2% | 8.2% | -6.7% | 7.5%
COc1cc(COc2ccc3c(C)c(Cc4ccccc4)c(=O)oc3c2)cc(OC)c1OC | -6.7% | -15.7% | -3.1%[10 µM] | -43.0%[inhibitor] | ? | -9.5% | -10.7% | ?
Nc1c([N+](=O)[O-])cnnc1-c1ccccc1 | -2.1% | 11.5% | / | 5.3% | -4.6% | 4.7% | 2.7% | -2.8%
CC(C)N1CCC2(CC1)C(C#N)=C(N)NC(S)=C2C#N | -14.2% | ? | -20.6%[10 µM] | / | ? | ? | 20µM* | ?
O=C(O)CC1Oc2ccc(Cl)cc2NC1=O (stereo unspecified) | -6.1% | -3.3% | -2.7% | 6.2% | 0.0% | -6.2% | -7.5% | -4.2%
CCN(CC(=O)NC1CCS(=O)(=O)C1)c1nc(-c2ccccc2)nc2ccccc12 (stereo unspecified) | 25.8% | -10.8% | -26.5%[10 µM] | -12.0% | -4.4% | -11.5% | 0.2% | 4.5%
COC1=C/C(=C/c2c(N)n3cc(C)sc3nc2=O)C=CC1=O | -4.8% | -11.7% | / | -6.3% | ? | 5.4% | ? | ?
O=C(O)c1ccc(Nc2nc(-c3ccccc3)cs2)cc1 | 0.4% | -21.3% | -63.4%[inhibitor] | 2.51µM* | -14.9% | 15.1% | ? | 1.1%
COc1ccccc1CNc1ccc(CNc2ncn[nH]2)cc1 | 28.3% | -11.5% | 11.8% | 4.6% | 3.2% | 8.7% | -10.6% | 6.5%
CCOc1ccccc1NC(=O)NCc1ccccc1F | 6.0%[9.22 µM] | -4.8% | -62.1% | 17.8% | 16.6% | -5.5% | -1.4% | 3.3%
CCOc1ccc(-c2nonc2NC(=O)c2ccco2)cc1OCC | / | -19.1% | / | -3.9% | / | 0.4% | -15.2% | /
COC(=O)C1=CO[C@@H](OC2OC(CO)C(O)C(O)C2O)[C@@H]2C(CO)=CC[C@H]12 (stereo partly specified) | -0.3% | -15.1% | / | -5.8% | 2.6% | -12.1% | -9.6% | 0.6%
COc1ccc(CCNC(=O)CN(c2ccc(C)cc2)S(=O)(=O)c2ccc(OC)cc2)cc1 | / | -13.0% | / | -6.1% | / | 2.6% | -9.4% | /
Cn1c(=O)oc2cc(S(=O)(=O)N3CCC4(CC3)OCCO4)ccc21 | 8.4% | -3.3% | -1.8%[0.074 µM] | -1.2% | 5.2% | -3.0% | -7.5% | 13.4%
COc1cccc(NC(=O)Cn2c(=O)n(CCC(=O)NC3CCN(Cc4ccccc4)CC3)c(=O)c3ccccc32)c1 | -2.7%[9.22 µM] | -4.6% | 8.5%[10 µM] | / | 0.0% | -13.5% | 12.7% | /
Cn1c(C(=O)c2ccccc2[N+](=O)[O-])nc2ccccc21 | 1.2% | -4.6% | -15.2% | -4.9% | -6.0% | -1.9% | 0.6% | 6.7%
COc1cccc(/C=N/NC(=O)C(=O)NCc2ccco2)c1O | ? | -6.2% | -7.9%[10 µM] | 20.2% | 12.6µM* | -9.6% | -11.5% | 11.9%

2 of the compounds above, comma-delimited:
SMILES,HttQ103 aggreg,Tau fluor cs,HTT cytoprotect,SMN2 splice enh,JMJD2E inh,Tau FP inhib,Tau ThT inhib,ALDH1A1 block
COc1cccc(NC(=O)Cn2c(=O)n(CCC(=O)NC3CCN(Cc4ccccc4)CC3)c(=O)c3ccccc32)c1,-2.7%[9.22 µM],-4.6%,8.5%[10 µM],/,0.0%,-13.5%,12.7%,/
Cn1c(C(=O)c2ccccc2[N+](=O)[O-])nc2ccccc21,1.2%,-4.6%,-15.2%,-4.9%,-6.0%,-1.9%,0.6%,6.7%

Further results follow:
SMILES | HttQ103 aggreg | Tau fluor cs | HTT cytoprotect | SMN2 splice enh | JMJD2E inh | Tau FP inhib | Tau ThT inhib | ALDH1A1 block
Cc1n[nH]c(=O)nc1NCCN(C)C | -2.0% | 4.1% | 0.4% | / | -2.8% | -4.3% | -1.7% | 4.1%
CC(=O)c1cc2c(cc1N/C(=N/S(=O)(=O)c1ccccc1)c1ccc(Cl)cc1)OCO2 | ? | -18.2%&2.2% | -5.0%[10 µM] | ? | -3.5% | -9.7%&4.3% | 5.4%&-1.0% | -2.8%
O=C(CO/N=C1\CCCc2nonc21)Nc1ccccc1Cl | 1.7% | -15.5% | 11.5%[10 µM] | -4.0% | -0.9% | 2.1% | -16.0% | 12.0%
CCn1cc2nc(SCC(=O)Nc3cc(OC)cc(OC)c3)n(Cc3ccc(Cl)cc3)c(=O)c2n1 | / | ? | / | -3.8% | / | -20.9% | ? | /
CCOC(=O)c1c(C)c(-c2ccccc2)n(CC(=O)NCCCN(CC)CC)c1C | -15.9% | -5.4% | -36.2%[inhibitor] | 14.1% | -1.1% | -0.7% | -5.2% | 0.0%
NC(=O)CCCSc1nc2ccccc2[nH]1 | 5.3% | 4.3% | -16.7% | -0.9% | 1.2% | 6.6% | 6.6% | 5.3%
O=C(NC1CCCCC1)Oc1ccccc1 | 2.8%[9.22 µM] | 0.8% | -13.0%[10 µM] | / | 6.2% | 1.6% | -4.2% | ?
Cc1ccc(NC(=O)c2cccc(OCc3c(C)noc3C)c2)c(C)c1 | -20.3% | -5.2% | -24.1% | -31.9%[inhibitor] | -5.0% | 2.2% | -0.6% | 8.4%
Cc1nnc(SCCCN2C(=O)c3ccccc3C2=O)o1 | -14.8% | -5.5% | 17.6% | 2.8% | 8.1% | -5.4% | -6.6% | -7.0%
